# TbREL1 inh – TbREL1 inhibition, primary screen; P86926; TbREL1 RNA ligation, FRET fluorescence; inhibition, % at 9.66 µM; actives 0.49% (n = 89,000); AID 1117264;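 active = inhibition above the mean inhibition across all screened compounds plus 3 SD, cut at about 11% in these data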;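 also: 0% = plate median of test wells and 100% = NSC42067 control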
# Target sequence (P86926 whole entry, looked up): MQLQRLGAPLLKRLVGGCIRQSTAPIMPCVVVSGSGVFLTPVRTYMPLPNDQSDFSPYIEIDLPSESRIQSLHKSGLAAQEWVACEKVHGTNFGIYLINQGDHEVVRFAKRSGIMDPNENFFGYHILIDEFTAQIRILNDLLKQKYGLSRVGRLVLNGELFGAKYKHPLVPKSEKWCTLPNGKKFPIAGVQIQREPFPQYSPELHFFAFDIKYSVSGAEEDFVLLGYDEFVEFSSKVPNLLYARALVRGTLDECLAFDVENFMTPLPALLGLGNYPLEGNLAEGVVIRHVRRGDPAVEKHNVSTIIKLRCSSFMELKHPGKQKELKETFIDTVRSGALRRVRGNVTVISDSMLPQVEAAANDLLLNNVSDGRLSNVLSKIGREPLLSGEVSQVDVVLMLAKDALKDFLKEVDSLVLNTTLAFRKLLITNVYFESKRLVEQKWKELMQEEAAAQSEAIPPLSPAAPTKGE
# Numbers without * were called inactive. Not all compounds are listed, so the mix of outcomes need not match the whole.
Molecule	TbREL1 inh
CC(=O)c1sc2nc(-c3cccs3)ccc2c1N	1
Cc1cc(C)c(N2C(=NC(=O)CCCC(=O)O)SC3CS(=O)(=O)CC32)c(C)c1 (stereo not drawn)	2
O=C(O)CSc1nc2c(c(=O)[nH]1)CCCC2	0
COc1ccc(C)cc1NC(=O)c1ccccc1NS(=O)(=O)c1ccc(Cl)s1	-4
COc1ccc(N2CCN(S(=O)(=O)CCNC(=O)C(C)Oc3ccccc3)CC2)cc1 (stereo not drawn)	-6
Cc1nnc(SCC(=O)Nc2cc(S(=O)(=O)N3CCCC3)ccc2Cl)s1	0
Cc1ccc(C(=O)/C=C/c2cn(CN3CCN(C)CC3)c3ccccc23)cc1	1
CSCCC(NS(=O)(=O)c1ccc(Cl)cc1)C(=O)OCC(=O)NC1CCCCC1 (stereo not drawn)	-3
CC(C)(C)OC(=O)CNC(=O)c1[nH]cnc1C(=O)NC(c1ccccc1)c1ccccc1	5
CCN(CC)C(=O)OCc1c(-c2ccccc2)ncc2ccccc12	-1
S=C(NCC1CCCO1)N1CCN(c2ccccc2)CC1 (stereo not drawn)	-5
Cc1ccc(SCCC(=O)Nc2c(C)n(C)n(-c3ccccc3)c2=O)cc1	-1
c1ccc(-n2ncc3c(NC4CCCCCC4)ncnc32)cc1	-1
COc1ccc(C(=O)N2CCC(C(=O)N3CCN(Cc4ccccc4)CC3)CC2)cc1	-2
O=C(CN(Cc1ccccc1)C(=O)CCC(=O)Nc1ccccn1)NCc1ccc(F)cc1	-2
COc1ccc(C2/C(=C(/O)c3ccccc3)C(=O)C(=O)N2c2ccccn2)cc1OC (stereo not drawn)	-4
CC(=O)c1cc(-c2cccc([N+](=O)[O-])c2)c(=O)n2c1CCC2	9
O=C(NC1CCCCCCC1)NC1CCCCC1	1
Cc1cc(C)cc(OCc2ccc(C(=O)O)o2)c1	2
CCN(C(=O)COC(=O)CCCc1nc2ccccc2s1)c1c(N)n(Cc2ccccc2)c(=O)[nH]c1=O	0
CCOC(=O)C1C(=O)NC(c2ccccc2)=NC1c1ccc(F)cc1 (stereo not drawn)	5
COC(=O)C(CC(=O)c1ccccc1)CC(=O)c1ccccc1	2
CCCCNc1c(-c2ccc(SC(C)CC)c(OC)c2)nc2ccc(C)cn12 (stereo not drawn)	-3
O=C(c1ccccc1)C1CC=CCC1C(=O)c1ccccc1 (stereo not drawn)	5
O=C(COC(=O)c1cncc(Br)c1)NC1CC1	1
Cc1ccc(N=C2c3ccccc3C(=O)C2[N+](=O)[O-])cc1C (stereo not drawn)	1
Cc1ccc(C)c2[nH]c(=O)c(CN(CC3CCCO3)C(=O)NC3CCCCC3)cc12 (stereo not drawn)	0
CC1=C(C(=O)N(C(C)C)C(C)C)CC(CC(=O)NCCCN(C)C)C(=O)N1CCCN1CCCC1=O (stereo not drawn)	2
CC1(C)CC(=O)C(C=NCCCn2ccnc2)=C(O)C1	5
Cc1c(C)c(C)c(CN2CCSCC2)c(C)c1C	2

# Sorted by the number under TbREL1 inh (ascending): some entries from above
Molecule	TbREL1 inh
O=C(CN(Cc1ccccc1)C(=O)CCC(=O)Nc1ccccn1)NCc1ccc(F)cc1	-2
Cc1nnc(SCC(=O)Nc2cc(S(=O)(=O)N3CCCC3)ccc2Cl)s1	0
Cc1ccc(C(=O)/C=C/c2cn(CN3CCN(C)CC3)c3ccccc23)cc1	1
CCOC(=O)C1C(=O)NC(c2ccccc2)=NC1c1ccc(F)cc1 (stereo not drawn)	5

# (more compounds)
Molecule	TbREL1 inh
Cc1ccc(C)c(NS(=O)(=O)c2cc(C(=O)NCc3ccccn3)ccc2Cl)c1	-2
Cc1cccc(C)c1NC(=O)CNC(=O)COC(=O)c1ccc(Cl)s1	-3
COc1ccc2cc(Br)ccc2c1CC(=O)NCCCN1CCOCC1	0
O=C(N/C(=C\c1ccc(Br)cc1)C(=O)N1CCOCC1)c1ccc(Br)o1	1
CC1CCCCC12NC(=O)N(CC(=O)OCc1ccc(Br)cc1)C2=O (stereo not drawn)	-3
O=C(O)CCC(=O)Nc1ccc(-c2csc(Nc3cccc4ccccc34)n2)cc1	3
CCCCCn1c(CN2CCN(c3cccc(Cl)c3)CC2)nc2c1c(=O)[nH]c(=O)n2C	-3
COC(=O)C1=C(O)/C(=C\c2ccc(CNC(=O)C(=O)Nc3ccc(C)c(C)c3)o2)N=C1C	1
CN(C)S(=O)(=O)c1ccc(C(=O)NCc2nnc(SCC(=O)Nc3ccc(F)cc3)n2-c2ccc(F)cc2)cc1	-5
c1ccc(SCc2nc3ccccc3[nH]2)cc1	5
COc1ccc(/C=C/C(=O)NC(=S)NNC(=O)Cc2cccs2)cc1	-6
Cc1ccc(-c2nc(S(=O)(=O)c3ccc(F)cc3)c(SCC(=O)NCC3CCCO3)o2)cc1 (stereo not drawn)	-4
O=C(c1ccc(Cl)cc1)c1cnc(-c2ccccc2)s1	2
COCCn1c(=NC(=O)c2cc3ccccc3oc2=O)sc2cc(S(N)(=O)=O)ccc21	0
Cc1cccc([C@@H]2[C@@H]3C(=O)N(Cc4ccccc4)C(=O)[C@@H]3[C@]3(Cc4ccc(Cl)cc4)C(=O)N(c4cccc(Cl)c4)C(=O)N23)c1	7
COc1ccc(NC(=O)/C(=C\c2ccc3c(c2)OCO3)NC(C)=O)cc1	-1
CC(C)(C)c1ccc(C(=O)NCC(=O)N/N=C/c2ccccc2OCC(=O)O)cc1	2
Cc1nc2ccc(NC(=O)c3ccc(S(=O)(=O)N(C)c4ccccc4)cc3)cc2s1	-2
COC(=O)c1[nH]c2ccc(Br)cc2c1NC(=O)CN1CCCCC1CCO (stereo not drawn)	-1
CC(C)(C)OC(=O)C[C@H]1C/C=C\C[C@@H](CC(=O)N[C@H](CO)Cc2ccccc2)C(=O)NC[C@@H](c2ccccc2)OC1=O	-1
CC(=O)N1CCCc2cc(S(=O)(=O)N(C)Cc3ccccc3)ccc21	4
Cc1ccc(S(=O)(=O)NNC(=O)Nc2ccccc2F)c(C)c1	2
Cc1cccc(COc2ccccc2/C=N/Nc2ccc([N+](=O)[O-])cc2)c1	8
COc1ccc(/C=C/C(=O)NC(C)(C)C)cc1S(=O)(=O)N1CCOCC1	0
O=C(CC(=O)c1ccccc1)Nc1cccc([N+](=O)[O-])c1	0
CC(Cc1ccc(Cl)cc1)N1CCC(n2nccc2NC(=O)C2CCCC2)CC1 (stereo not drawn)	-5
COc1cc2c(cc1OC)C(c1ccccc1O)N(C1CC(=O)N(c3ccccc3)C1=O)CC2 (stereo not drawn)	-1
CCOC(=O)[C@]12CCC=C1N(CCC1=CCCCC1)C(=O)[C@H](CC(=O)NCCC(C)C)C2	-3
CC(C)C[C@@H]1CN=C(N)N1C[C@@H]1CCCN1C[C@@H](C(C)C)N1C[C@@H](Cc2ccccc2)N(CCCC2CCCC2)C1=N	13*
O=C(CSc1nnc2c(n1)[nH]c1ccccc12)Nc1cccc(S(=O)(=O)N2CCOCC2)c1	-3

# Continued.
Structure	TbREL1 inh
CC(C)C(=O)NN1c2ccccc2CCc2ccccc21	-1
CC1(C)NC(=O)N(CNc2cc(Cl)ccc2Cl)C1=O	1
Cc1cc(Cl)c(S(=O)(=O)NC(C(=O)O)C(C)C)cc1OCC(=O)NC1CCCCC1 (stereo not drawn)	-2
CCc1ccc(NC(=O)CSc2nnc(-c3ccco3)o2)cc1	-1
O=c1[nH]c(C2CCN(S(=O)(=O)c3ccc(C(F)(F)F)cc3)CC2)nc2c1nnn2Cc1ccc(F)cc1	-1
Cc1c(C)c2ccc(OCC(=O)Nc3ccc(S(N)(=O)=O)cc3)c(C)c2oc1=O	1
O=C(Nc1ccccc1)c1cc(-c2ccccc2Cl)no1	1
O=C(NCCNCc1ccc(F)cc1)c1ccco1	-2
COC(=O)/C(C#N)=C/c1occc1C	-2
CCc1ccccc1NC(=O)c1cc(-c2cccs2)on1	2
CCOC(=O)N1CCc2c(sc3c2c(=O)n(Cc2ccccc2)c(=O)n3Cc2cccc(C)c2)C1	6
Cc1ccc(S(=O)(=O)N2CCOCC2)cc1NC(=O)c1cc(-c2ccccn2)nc2ccccc12	-6
C=CCn1c(=O)[nH]c2cc(C(=O)N3CCN(c4ccc(C(C)=O)cc4)CC3)ccc2c1=O	1
COc1ccc(NC(=O)C23CC4CC(C2)CC(n2cnc(Br)n2)(C4)C3)cc1Cl	0
Cc1noc(NS(=O)(=O)c2ccc(NC(=O)c3ccc(N(C)C)cc3)cc2)c1C	-4

# (further entries)
Structure	TbREL1 inh
C=CCC[C@@H](Cc1ccc(F)cc1)C(=O)OC[C@H]1CCCN1C(=O)[C@@H](CC=C)CC(=O)N[C@H](CO)Cc1ccccc1	-2
O=C1C=C(N2CCOCC2)CO1	2
O=S(=O)(c1cnccc1N1CCN(/N=C/c2ccc(Cl)cc2)CC1)N1CCCCC1	1
CC[C@H](C)[C@H]1CNC(=O)C(=O)N1CC1CCN(CCc2ccccc2)CC1	3
C#CCOCCOCCOCCNc1nc(N2CCN(C(=O)[C@H]([C@@H](C)CC)n3cc([C@@H](N)CC(C)C)nn3)CC2)nc(N2CCN(C(=O)[C@H]([C@@H](C)CC)n3cc([C@@H](N)CC(C)C)nn3)CC2)n1	11*
Cc1ccc2cc3c(N)c(C(=O)N4CCOCC4)sc3nc2c1	-1
O=C(c1c(F)cccc1F)N1CCN=C1SCc1ccccc1	0
CCc1nc(C)cc2c1sc1ccccc12	2
CCC(c1nnc(SCC(=O)NC23CC4CC(CC(C4)C2)C3)o1)N(C)C (stereo not drawn)	-3
CCOc1ccc(-n2c(COc3ccccc3)nnc2SCC(=O)Nc2ccc(OCc3ccccc3)cc2)cc1	1
O=C(NNc1nc2c(F)cc(F)cc2s1)c1ccccc1	-1
CCc1cc(Cn2nc(-c3ccccc3)cc2C(=O)NCCOC)on1	-3
O=C(CSc1oc(-c2ccco2)nc1S(=O)(=O)c1ccc(F)cc1)NCC1CCCO1 (stereo not drawn)	1
CC1(C)C(=O)Nc2ccccc2N1C(=O)COc1ccc(C#N)cc1	-2
COc1ccc(-c2cnc(SCC(=O)Nc3ccc4c(c3)OCO4)n2Cc2ccco2)cc1	0

# Additional results:
Structure	TbREL1 inh
CCCC[C@@H]1CCCO[C@@](C(=O)NCc2ccccn2)(C(F)(F)F)C1	4
CCOc1ccc(NC(=O)c2cc3c(=O)n(C)c4ccccc4c3n2C)cc1	0
c1cncc(-c2nc(NCc3cccs3)c3ccccc3n2)c1	0
COc1cc(C(=O)OC2CCOC2=O)cc(Cl)c1OC (stereo not drawn)	-1
Cc1ccc(-c2cn3c(=S)[nH]nc3s2)cc1	-7
NC(=O)C1CCN(c2ncc(Br)s2)CC1	1
CCCCNC(=O)C[C@@H]1C(=O)N(CCc2ccc(Cl)cc2)C2=CCCC[C@]21C(=O)OCC	-3
COC(=O)c1ccc(/C=C/c2c(-c3ccc(OC)cc3)oc3ccc(N4CCOCC4)cc23)cc1	-1
CCOc1ccc(C(C(=O)NC2CCCC2)N(C(=O)CNC(=O)c2ccco2)c2cccnc2)cc1 (stereo not drawn)	-1
O=C(c1cc(Cl)nc2ccccc12)N1CCN(Cc2ccc3c(c2)OCO3)CC1	0
COC(=O)[C@@]1(Cc2ccc(OC)cc2)[C@H]2c3cc(C(=O)N(C)C)n(C[C@H](O)CO)c3C[C@H]2CN1C(=O)c1ccccc1	5
O=C(O)CN1C(=O)CNC1=O	1
CC(C)(C)NC(=O)CSc1nc2ccccc2n1-c1ccccc1	6
COCCN=C(NS(=O)(=O)c1cccs1)c1ccccc1Cl	6
COCC(C)n1c(C)cc(C(=O)CSc2nc(C)c(C)c(C)n2)c1C (stereo not drawn)	3

# Another view of 4 compounds above:
O=C(NNc1nc2c(F)cc(F)cc2s1)c1ccccc1
- TbREL1 inh: -1

CCc1cc(Cn2nc(-c3ccccc3)cc2C(=O)NCCOC)on1
- TbREL1 inh: -3

O=C(CSc1oc(-c2ccco2)nc1S(=O)(=O)c1ccc(F)cc1)NCC1CCCO1 (stereo not drawn)
- TbREL1 inh: 1

CC1(C)C(=O)Nc2ccccc2N1C(=O)COc1ccc(C#N)cc1
- TbREL1 inh: -2

# Continuation.
Structure	TbREL1 inh
CCNc1nc(Oc2ccc(C(=O)OC)cc2)nc(N2CCOCC2)n1	3
Cn1c(SCC(=O)N2CCCC2)nc2ccccc21	-1
CC(C)CCn1c(SCC(=O)c2ccccc2)nc2c1c(=O)[nH]c(=O)n2C	-1
COc1ccc(Oc2cc(C)c3cccc(C)c3n2)cc1	5
CCCCOc1ccc(C(=O)NC2CCCCN(CCC)C2=O)cc1 (stereo not drawn)	-2
COc1ccc(-c2nc(SC)n(S(=O)(=O)c3ccccc3)n2)cc1	2
CC(=O)Nc1ccc(NC(=O)C(C)OC(=O)c2ccccc2NS(=O)(=O)c2cccs2)cc1 (stereo not drawn)	1
CCN1CC=C2C(C#N)=C(N)C(C#N)(C#N)[C@H](c3cccc(OC)c3OC)[C@H]2C1	-2
O=C(NCc1ccccc1Cl)C1CCN(c2cnccn2)CC1	1
COC(=O)c1ccc2nc(C3CCCCC3)c3c(c2c1)CCC3	6
COc1ccc(S(=O)(=O)Nc2ccc(S(=O)(=O)Nc3ccc(F)cc3)cc2)cc1C	1
O=C(Cc1ccc(-n2c(=O)[nH]c3ccsc3c2=O)cc1)N1CCN(c2ccc(Cl)cc2)CC1	3
COc1ccc(Cl)cc1C(=O)N/N=C/c1ccc(N2CCOCC2)cc1	0
O=C(Nc1nccs1)C(NS(=O)(=O)c1ccc(Br)s1)c1ccccc1 (stereo not drawn)	1
Cc1cc(NC(=O)CSc2n[nH]c(-c3ccc(Cl)cc3Cl)n2)no1	7

# Next section.
Structure	TbREL1 inh
COc1cc2cc(CN(Cc3cccnc3)C(=O)Nc3ccccc3F)c(=O)[nH]c2cc1OC	-2
CCCn1c(SCC(=O)NC2CCCC2)nnc1-c1cccnc1	-1
CCOc1ccccc1N1CCN(CC(=O)Nc2cc(C)on2)CC1	0
COc1ccccc1CNC(=O)Cn1nnc(-c2ccncc2)n1	0
CO/N=C/c1c(-c2ccccc2)nn(C)c1Cl	-4
CCN1C(=O)c2ccc(C(=O)Nc3nccs3)cc2C1=O	0

# Compound activity from PubChem.
